LDHA block – inhibitors of human lactate dehydrogenase A; purified LDHA, NADH/diaphorase-resazurin fluorescence; hits give low values; activity change, % (values are at about 110 or 230 µM); 480,000 compounds, 0.15% hits; AID 1347041; in the data active means activity change below about -30%; inconclusive means mostly about -25% to -30%;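 further: plate controls were DMSO wells for no effect and wells without enzyme for full effect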
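Human LDH5 (2 nM) was incubated with 0.06 mM NADH and 0.2 mM pyruvate for 5 min at room temperature in Tris pH 7.4. Remaining NADH was coupled through diaphorase/resazurin, and resorufin fluorescence was read at 0 and 20 min.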
Glioma ERSR ind – inducers of ER stress response in human glioma cells; 420,000 compounds, 0.02% hits; AID 602332; Potency, µM, for inactives: top-dose activation, hits mostly activators; U87-MG GRP78 promoter luciferase reporter, 16 h; further: potency means the concentration at half of the fitted maximal effect; series mostly up to about 76 µM; % of control where 0% means no effect; nearly all actives have a fitted effect of over 35% in size
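Stably transfected U87-MG human glioma cells carrying a GRP78-based luminescent sensor were seeded at 1000 cells/well, pin-dosed with compounds and incubated 16 h. Luciferase reagent was then added, and end-point luminescence was read after 10 min at room temperature.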
APEX1 inh – inhibitors of human APE1 endonuclease; P27695; recombinant APE1, TAMRA/BHQ-2 abasic DNA cleavage fluorescence; Potency, µM (doses to about 65.8 µM), for the others: at the top dose activity change, negative = inhibition, usual class: inhibitors; 350,000 compounds, 0.35% hits; AID 2517;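 further: potency means the concentration at half of the fitted maximal effect; plate controls were vehicle for no effect and reference inhibitor for full effect; nearly all actives have a fitted effect of over 55% in size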
Target sequence (P27695 whole entry, looked up): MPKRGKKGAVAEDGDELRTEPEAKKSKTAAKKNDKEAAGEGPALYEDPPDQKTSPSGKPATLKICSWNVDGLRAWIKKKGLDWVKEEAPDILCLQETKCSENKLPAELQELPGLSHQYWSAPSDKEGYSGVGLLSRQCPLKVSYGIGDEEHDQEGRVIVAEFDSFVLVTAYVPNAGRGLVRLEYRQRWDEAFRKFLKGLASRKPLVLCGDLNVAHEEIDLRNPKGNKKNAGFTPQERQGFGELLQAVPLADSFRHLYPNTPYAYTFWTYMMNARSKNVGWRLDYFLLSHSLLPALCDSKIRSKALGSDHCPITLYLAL
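Measures dequenching upon AP-site incision of a 5'-TAMRA/3'-BHQ-2 THF-containing duplex, 50 nM; human APE1 0.75 nM after 15 min room-temperature exposure to compound; kinetic three-point read at one-minute spacing.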
BLM helicase inh – blocks DNA unwinding by human BLM helicase; 350,000 compounds, 0.2% hits; recombinant BLM DNA unwinding, fluorescence dequenching; Potency, µM (series often up to 56.1 µM), for the others: at the highest dose activity change, negative = inhibition, most hits filed as inhibitors; AID 2528;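 further: potency means the concentration at half of the fitted maximal effect; plate controls were vehicle for no effect and no enzyme for full effect; nearly all actives have a fitted effect of over 35% in size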
Pol iota inh – inhibitors of human DNA polymerase iota; Q9UNA4; Pol iota fluorescent replication assay, 10 min; Potency, µM (top dose mostly 115 µM), for the others: at the top dose activity, negative = inhibition, usual class: inhibitors; 390,000 compounds, 1% hits; AID 588590; further: potency means the concentration at half of the fitted maximal effect
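Pol iota at 10 nM preincubated 15 min with compounds at room temperature; reaction started with fluorescent substrate, 50 nM final. Fluorescence read kinetically at 0 and 10 min; buffer-only wells as negative control.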
Anesthetic bind – binds horse apoferritin like a general anesthetic | Potency, µM (top dose mostly 77.5 µM), without a hit: at the highest dose activity change, negative = displacement, most hits filed as inhibitors | AID 485281 | apoferritin/1-aminoanthracene competitive binding, fluorescence | P02791 | 350,000 compounds, 0.074% hits; further: potency means the concentration at half of the fitted maximal effect; on the % scale 0 is the no-effect control and ±100 the full control effect; nearly all actives have a fitted effect of over 20% in size
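Concentration-response curves derived by four-parameter Hill fitting of normalized fluorescence, where compounds displaced 1-AMA from 10 uM horse apoferritin following a brief 10 min room-temperature incubation; propofol titration acted as positive control.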
POLB inh – blocks human DNA polymerase beta activity; P06746; Pol beta primer extension/strand displacement, fluorescence kinetic; Potency, µM (doses to about 114 µM), without a hit: at the top dose activity change, negative = inhibition, most hits filed as inhibitors; 340,000 compounds, 1.3% hits; AID 485314; further: potency means the concentration at half of the fitted maximal effect; on the % scale 0 is the no-effect control and ±100 the full control effect
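Values derive from four-parameter Hill fits of normalized kinetic data: reads at 0 and 10 min following addition of 50 nM substrate to 10 nM Pol beta preincubated 15 min with compound.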
POLH inh – blocks human DNA polymerase eta activity; Q9Y253; recombinant Pol eta, fluorescent DNA replication assay; Potency, µM (doses to about 114 µM), for the others: top-dose activity change, negative = inhibition, usual class: inhibitors; 390,000 compounds, 1.2% hits; further: potency means the concentration at half of the fitted maximal effect; on the % scale 0 is the no-effect control and ±100 the full control effect
Target sequence (Q9Y253 whole entry, looked up): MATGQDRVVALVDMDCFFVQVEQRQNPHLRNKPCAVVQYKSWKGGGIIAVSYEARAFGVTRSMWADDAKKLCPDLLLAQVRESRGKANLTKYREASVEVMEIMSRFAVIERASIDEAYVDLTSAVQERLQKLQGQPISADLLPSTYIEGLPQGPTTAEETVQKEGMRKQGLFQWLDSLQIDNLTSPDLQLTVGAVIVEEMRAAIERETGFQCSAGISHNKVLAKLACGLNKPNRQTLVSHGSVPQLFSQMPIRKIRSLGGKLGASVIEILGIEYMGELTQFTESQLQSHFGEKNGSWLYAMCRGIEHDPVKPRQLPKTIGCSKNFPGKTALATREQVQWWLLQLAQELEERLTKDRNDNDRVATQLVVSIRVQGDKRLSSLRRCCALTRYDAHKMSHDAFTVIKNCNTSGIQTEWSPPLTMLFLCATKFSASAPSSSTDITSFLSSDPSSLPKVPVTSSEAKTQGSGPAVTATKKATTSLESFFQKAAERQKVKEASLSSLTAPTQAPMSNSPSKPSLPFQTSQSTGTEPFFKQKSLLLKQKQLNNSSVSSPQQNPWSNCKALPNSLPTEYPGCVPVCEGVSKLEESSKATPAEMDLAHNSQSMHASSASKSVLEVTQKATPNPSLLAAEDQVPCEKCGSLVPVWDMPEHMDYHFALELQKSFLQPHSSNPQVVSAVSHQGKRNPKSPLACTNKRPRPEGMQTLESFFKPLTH
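Pol eta (10 nM) was preincubated with compounds for 15 min at room temperature, after which fluorescent replication substrate (50 nM final) was added to start the reaction. Fluorescence was read kinetically at 0 and 10 min.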
Pol kappa inh – DNA polymerase kappa (human) inhibition; Q9UBT6; purified Pol kappa, fluorescent DNA synthesis assay, 10 min; Potency, µM (top dose mostly 107 µM), without a hit: at the highest dose activity, negative = inhibition, most hits filed as inhibitors; 400,000 compounds, 0.53% hits; AID 588579; further: potency means the concentration at half of the fitted maximal effect; on the % scale 0 is the no-effect control and ±100 the full control effect
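First, compounds were pin-transferred onto 10 nM Pol kappa. After 15 min at room temperature, substrate was added to 50 nM final. Fluorescence was then measured kinetically at 0 and 10 min.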
An asterisk follows results filed as active; ? = inconclusive; · = no result given; [ ] = another dose, or the depositor's remark. Unless noted, the call rests on the fitted dose curve; in most records, active means well fitted curve in the direction sought with a large enough effect; inconclusive means small, poorly fitted or top-dose-only effect, or another doubt; inactive means no such curve, though single readings can be large; an effect the other way counts as inactive or inconclusive. This is a subset; the hit share may differ from the screen's.

smiles	LDHA block	Glioma ERSR ind	APEX1 inh	BLM helicase inh	Pol iota inh	Anesthetic bind	POLB inh	POLH inh	Pol kappa inh
Cc1ccc(-c2nc(CS(=O)CC(=O)NCCCN3CCN(Cc4ccccc4)CC3)c(C)o2)cc1 (stereo unspecified)	-2	-4%	18%	3%	-11%	-9%	-2%	-7%	-1%
O=C(CSc1nccn1Cc1ccc(Cl)cc1)NC1CCCC1	-14	-2%	·	-1%	-9%	-13%	18%	-1%	-1%[60.1 µM]
CC1CCC2(CC1)NC(=O)N(CC(=O)c1ccc3c(c1)OCO3)C2=O (stereo unspecified)	-2	7%	·	·	3%	·	·	5%	3%
C/C(=N\O)C1CC(CC(=O)O)C1(C)C (stereo unspecified)	-15	5%	-5%	2%	-14%	-2%	1%	-10%	-13%
COc1ccc2c(c1)c(/C=N/Nc1nc3ccccc3[nH]1)c(C)n2C	2	2%	-8%	-15%	21%	-1%	-5%	-18%	8%
Cc1cc(C)c(O)c(-c2n[nH]c3c2C(c2cccc(O)c2)N(Cc2ccco2)C3=O)c1 (stereo unspecified)	-1	-16%	?	-15%	-11%	-5%	-3%	-27%	-4%
Cc1ccc(-c2cc(C(F)(F)F)c(C#N)c(SCC(=O)Nc3ccccc3)n2)cc1	-8	-2%	·	-1%	7%	52%[activator]	0%	-25%	-1%
CCOc1ccccc1C1C(C(N)=O)=C(C)Nc2nc(CCCO)nn21 (stereo unspecified)	-4	-3%	26%	1%	-3%	9%	9%	-10%	-27%
Cc1ccc(Cn2ccc(NC(=O)c3nn(C)cc3Cl)n2)cc1	-4	2%	12%	0%	11%	-16%	40%	-19%	1%
O=S(=O)(c1cccc(-c2cn3ccccc3n2)c1)N1CCCCC1	-2	3%	18%	2%	24%	-12%	2%	-15%	6%

Later entries.
smiles	LDHA block	Glioma ERSR ind	APEX1 inh	BLM helicase inh	Pol iota inh	Anesthetic bind	POLB inh	POLH inh	Pol kappa inh
Cc1ccc(S(=O)(=O)NN2C(=O)/C(=C/c3cccnc3)SC2=S)cc1	-1	-3%	41%	-5%	?	3%	-18%	-13%	-4%
O=C(NCC1CCCO1)c1cc(-c2ccncc2)nc2ccc(S(=O)(=O)N3CCOCC3)cc12 (stereo unspecified)	-1	-2%	-1%	-2%	9%	2%	?	-12%	5%
CCCCC(CCC(=O)O)(C(=O)OCC)c1csc(N)n1 (stereo unspecified)	-3	-2%	-3%	-1%	7%	-6%	-7%	2%	4%
CC(C)(C)c1ccc(S(=O)(=O)NCC(=O)N2CCCC2)cc1	-5	-3%	28%	-11%	104%[activator]	-12%	-9%	-2%	-18%
CCOC(=O)CN(C(=O)Cn1nnc(-c2ccc(C)cc2)n1)C(CC)C(=O)NC1CCCC1 (stereo unspecified)	0	-5%	-10%	-1%	-21%[58.9 µM]	0%	3%	-13%	-7%
COc1cc(Cl)ccc1OCc1cc(C(=O)N2CC[C@@H]3CCCC[C@H]3C2)no1	2	5%	10%	-6%	27%	-23%	11%	-22%	-10%
Cn1c(NCCCN2CCOCC2)nc2c1c(=O)n(Cc1ccc(Cl)c(Cl)c1)c(=O)n2C	-8	-2%	8%	2%	8%	-20%	15%	-18%	0%
CCc1ccc(N(CC(=O)Nc2ccc(NC(C)=O)cc2)S(=O)(=O)c2ccccc2)cc1	-6	-2%	8%	-1%	185%[activator]	4%	-5%	-4%	-17%
Cc1[nH]c2ccc(-c3nnc(SCC(=O)NCc4ccco4)n3Cc3ccccc3)cc2c1C	1	-8%	-4%	-18%	1%	6%	0%	-12%	-20%
O=C(CO/N=C/c1ccc(OC(F)F)cc1)NCc1ccco1	-1	-3%	-2%	-4%	29%	-12%	4%	-8%	3%

The list goes on.
smiles	LDHA block	Glioma ERSR ind	APEX1 inh	BLM helicase inh	Pol iota inh	Anesthetic bind	POLB inh	POLH inh	Pol kappa inh
CCOc1ccccc1NC(=S)NC(=O)C1CCCCC1	0	3%	-8%	-9%	44%[activator]	0%	6%	-9%	-8%
CN(C)c1nc(NCc2ccccc2)nc(Oc2ccc(=O)[nH]n2)n1	5	-2%	?	0%	27%	6%	28%	-6%	-10%
O=S(=O)(c1ccc(N2CCN(CCO)CC2)nc1)N1CCCCC1	-9	-1%	0%	-1%	16%	-4%	-1%	-12%	-2%
O=C(O)CCCn1cc(NC(=O)c2cccc(F)c2)cn1	0	-3%	4%	0%	125%[activator]	-6%	4%	-19%	6%
Cc1sc(N2C(=O)C3C4C=CC(C4)C3C2=O)c(C#N)c1C (stereo unspecified)	-5	-1%	2%	4%	17%	?	3%	-15%	-6%
Nn1c(Cc2cccc3ccccc23)nnc1SCC(=O)NCC1CCCO1 (stereo unspecified)	-5	-3%	-8%	·	18%	·	·	2%	-5%
Cc1ccccc1C(=O)N1CCC(C(=O)N(C)CC(=O)Nc2cccc(F)c2)CC1	1	-1%	-12%	-3%	107%[activator]	-5%	0%	-13%	-1%
OCc1ccccc1SSc1ccccc1CO	1	-10%	·	·	?	·	·	-4%	-6%
COc1ccccc1NC(=O)CSc1nnc(Cc2cccs2)n1C	0	-4%	32%	·	13%	·	·	-12%	2%
Cc1nc2nc[nH]n2c(=O)c1CCOC(=O)c1c(F)cccc1F	-2	-2%	9%	-1%	46%[activator]	2%	25%	-5%	5%

Following part
smiles	LDHA block	Glioma ERSR ind	APEX1 inh	BLM helicase inh	Pol iota inh	Anesthetic bind	POLB inh	POLH inh	Pol kappa inh
CCc1cccc(NS(=O)(=O)c2ccc3c(c2)N(C)CCO3)c1	0	-5%	-6%	-5%	28%	-7%	3%	-8%	2%
O=C(NCCN1C(=O)S/C(=C\c2cccnc2)C1=O)C1=NN(c2ccccc2)C(=O)CC1	-2	-5%	1%	-13%	?	-8%	0%	-9%	-2%
O=C(NNC(=O)c1ccc([N+](=O)[O-])cc1C(=O)O)c1ccncc1	0	1%	7%	-2%	141%[activator]	15%	-1%	-17%	0%
CCOCCCNS(=O)(=O)c1ccc(NC(=O)c2ccc([N+](=O)[O-])cc2Cl)cc1	-1	-4%	-3%	-1%	0%	1%	-26%	-18%	3%
O=C(CN1C(=O)C2CCCCN2c2ccc(C(=O)N3CCCC3)cc21)NCc1ccc(F)cc1 (stereo unspecified)	-1	-2%	·	0%	33%[activator]	-15%	0%	-16%	-9%[60.1 µM]
O=C(OCC1OC(n2ccc(=O)[nH]c2=O)C(O)C1OC(=O)c1ccccc1)c1ccccc1 (stereo unspecified)	0	-2%	2%	-2%	15%	-21%	-4%	-7%	-1%
O=C(C[n+]1cccc2ccccc21)c1ccc(NC(=O)c2ccccc2)cc1	-1	-6%	0%	3%	36%[activator]	-18%	7%	-10%	6%[60.1 µM]
COc1ccc(CCNC(=O)C2CCN(S(=O)(=O)c3ccc(C)cc3)CC2)cc1	1	2%	32%	-5%	22%	-8%	11%	-7%	7%
Cc1ccnc2nc(C(=O)NCCc3ccc(F)cc3)nn12	-5	4%	0%	-2%	6%	-10%	-1%	-15%	-13%
Cc1cc(C)cc(OCC(=O)Nc2ccccc2C(=O)NCc2ccco2)c1	-3	2%	-4%	-6%	-6%	-9%	-7%	?	-29%

Remaining list, next part
smiles	LDHA block	Glioma ERSR ind	APEX1 inh	BLM helicase inh	Pol iota inh	Anesthetic bind	POLB inh	POLH inh	Pol kappa inh
COc1cc(NC(=O)c2cc(-c3cccnc3)nc3ccc(Br)cc23)cc(OC)c1	0	-5%	1%	-12%	122%[activator]	-9%	-1%	-20%	5%
Cn1c(NNC(=O)CCC2CCCCC2)cc(=O)n(C)c1=O	-8	-4%	0%	2%	-22%	-6%	8%	-14%	-6%
CSc1ccc(CCNC(=O)CCc2nnc3ccc(N4CCOCC4)nn23)cc1	0	-3%	1%	1%	4%	-14%	36%	-8%	-14%
COc1ccc(C(=O)OCC(=O)NCCCc2ccccc2)cc1[N+](=O)[O-]	-9	-5%	4%	2%	126%[activator]	?	-26%	-3%	-5%
Cc1ccc(CCNC(=O)c2cc(S(=O)(=O)N3CCCC3)cn2C)cc1	-12	-2%	31%	0%	-10%	-22%	-18%	-15%	-3%
CCOc1ccccc1NC(=O)c1csc(C)c1C	-2	1%	11%	-6%	-6%	-14%	23%	-19%	-2%
CCOC(=O)c1ccc(NCc2cccnc2)cc1	-2	2%	-6%	-1%	11%	-15%	32%	-19%	6%
CCOC(=O)C1C(=O)NC(c2ccccc2)=NC1c1ccc(O)c(OC)c1 (stereo unspecified)	3	-1%	-5%	-3%	21%	-4%	-6%	0%	-1%
CN(C(=O)COC(=O)c1ccc(Cl)c(S(=O)(=O)NCc2ccccc2)c1)C1CCS(=O)(=O)C1 (stereo unspecified)	-1	-4%	·	·	2%	·	·	-12%	-6%
O=C(CCC(=O)OCC(=O)c1ccccc1)Nc1cccc(Cl)c1	-7	-4%	?	3%	181%[activator]	-8%	16%	-3%	-8%

Continued:
smiles	LDHA block	Glioma ERSR ind	APEX1 inh	BLM helicase inh	Pol iota inh	Anesthetic bind	POLB inh	POLH inh	Pol kappa inh
Cc1cccn2c(=O)c3cc(S(=O)(=O)c4ccccc4)c(=N)n(Cc4ccco4)c3nc12	-2	-1%	-1%	28µM*	4%	296%[activator]	8.9µM*	-1%	-30%
COc1cc(C(NC(C)=O)NC(C)=O)ccc1OCc1ccccc1	-2	4%	-10%	-2%	23%	-7%	-1%	-16%	-4%
COCCNC(=S)N1CCc2cc(OC)c(OC)cc2C1COc1ccc(C(C)C)cc1 (stereo unspecified)	4	-3%	-3%	-13%	5%	37%[activator]	-3%	-21%	-18%
Cc1c(C#N)c2ccccc2n1CC(=O)N1CCCC1	1	-3%	4%	-2%	16%	-7%	-1%	-6%	-3%
CCOC(=O)C1=C(O)/C(=C\c2ccc(CNC(=O)C(=O)Nc3ccccc3)o2)N=C1C	1	-1%	2%	35µM*	18µM*	?	8.9µM*	10µM*	?
O=C(c1cccc(Cl)c1)C1CCCN(S(=O)(=O)c2ccccc2)C1 (stereo unspecified)	-2	-3%	1%	-3%	1%	-9%	11%	-13%	-12%
CCc1ccccc1Nc1sc(C(=O)c2ccccc2)c(N)c1S(=O)(=O)c1ccccc1	-3	1%	·	-17%	-3%	161%[activator]	3%	-11%	-12%
